Source: PubChem BioAssay
ROC1-CUL1 inh: blocks human RBX1-Cullin-1 di-ubiquitin formation; inhibition, % at 10 µM; P62877+Q13616; in vitro K48 di-Ub FRET, acceptor:donor ratio, 45 min; 140,000 tested, 0.6% active; in the data active = inhibition above about 25%
Target sequence (P62877 whole entry, looked up): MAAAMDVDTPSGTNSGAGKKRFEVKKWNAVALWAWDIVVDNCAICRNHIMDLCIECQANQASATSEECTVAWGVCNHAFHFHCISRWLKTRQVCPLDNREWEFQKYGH
Target sequence (Q13616 whole entry, looked up): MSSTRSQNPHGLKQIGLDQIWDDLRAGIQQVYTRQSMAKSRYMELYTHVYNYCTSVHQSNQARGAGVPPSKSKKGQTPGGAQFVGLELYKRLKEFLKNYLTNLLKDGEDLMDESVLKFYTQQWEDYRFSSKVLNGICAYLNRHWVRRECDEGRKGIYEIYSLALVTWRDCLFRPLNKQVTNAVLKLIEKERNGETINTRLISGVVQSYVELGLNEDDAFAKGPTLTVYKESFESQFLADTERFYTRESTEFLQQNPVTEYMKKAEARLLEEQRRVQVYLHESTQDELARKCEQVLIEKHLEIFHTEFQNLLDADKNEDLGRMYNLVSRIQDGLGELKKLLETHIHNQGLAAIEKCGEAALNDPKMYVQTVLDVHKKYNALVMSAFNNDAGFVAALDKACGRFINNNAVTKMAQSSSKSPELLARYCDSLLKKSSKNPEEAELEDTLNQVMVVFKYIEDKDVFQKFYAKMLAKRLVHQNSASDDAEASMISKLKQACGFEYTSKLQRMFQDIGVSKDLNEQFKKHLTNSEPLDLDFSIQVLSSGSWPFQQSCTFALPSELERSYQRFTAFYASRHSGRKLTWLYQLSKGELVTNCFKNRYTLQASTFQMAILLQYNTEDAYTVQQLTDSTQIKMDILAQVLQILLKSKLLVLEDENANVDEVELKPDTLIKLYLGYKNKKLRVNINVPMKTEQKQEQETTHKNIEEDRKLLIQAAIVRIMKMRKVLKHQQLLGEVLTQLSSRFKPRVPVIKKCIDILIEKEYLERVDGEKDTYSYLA
The depositor's hits bear a star. An excerpt. The share of hits here may be higher or lower than overall.

Nc1c2[nH]c(=O)[nH]c2cc2[nH]c(=O)c(=O)[nH]c12 was read as ROC1-CUL1 inh 7.
For CCS(=O)(=O)N1CCc2cc(C(=O)Nc3ccc(OC)c(Cl)c3)ccc21 the results were ROC1-CUL1 inh 5.
Screening Cc1ccc(NC(=O)CN2C(=O)S/C(=C\c3ccccn3)C2=O)cc1C returned ROC1-CUL1 inh 0.
O=C(Nc1cccc(F)c1)c1cnc2sc(N3CCCC3)nn2c1=O was read as ROC1-CUL1 inh 4.
For CC(=NCCCCCCCCCCN=C(C)C1N=C(c2ccc(Cl)cc2)OC1=O)C1N=C(c2ccc(Cl)cc2)OC1=O (configuration not stated) the results were ROC1-CUL1 inh 3.
Screening O=c1c2ccccc2nc(CN2CCN(c3ccccc3F)CC2)n1-c1ccc(F)cc1 returned ROC1-CUL1 inh -8.
Screening C=CCNC(=S)N/N=C/c1cc(Cl)c(OCC=C)c(OCC)c1 returned ROC1-CUL1 inh 0.
`CCOc1ccccc1C1c2c(-c3ccccc3)noc2N=C(N)C1C#N` (configuration not stated) gave ROC1-CUL1 inh 3.
Screening Cc1cc(CC2=NC(=O)N(c3cccc(Cl)c3)C2=O)c(C)n1-c1ccc2c(c1)OCO2 returned ROC1-CUL1 inh -6.
For CC(=O)c1ccc(-c2cc(F)cc3c2OC(CNC(=O)[C@@H]2C[C@@H]4C=C[C@H]2C4)C3)s1 (some centres not stated) the results were ROC1-CUL1 inh 3.
O=C(NC1CCCC1)c1cccc(COc2ccc(Br)cc2)c1 was read as ROC1-CUL1 inh -4.
`COc1ccc(OC(=O)c2nc(SCc3ccc(C)cc3)ncc2Cl)cc1` gave ROC1-CUL1 inh -3.
Screening COc1ccc(N2CCN(C(=O)c3ccc(-n4nc(C)cc4C)cc3)CC2)cc1 returned ROC1-CUL1 inh -2.
COc1cc(C2c3c(n[nH]c3C)OC(=N)C2C#N)ccc1OCC(=O)Nc1cccc(C)c1 (configuration not stated) was read as ROC1-CUL1 inh 7.
O=C(CSc1nc2c(c(=O)[nH]1)CCC2)Nc1cccc(O)c1 was read as ROC1-CUL1 inh 1.
Screening COc1ccc(C2CC(=O)C3C(=NC(C)=C(C(=O)OCc4ccccc4)C3c3ccc(OC)cc3OC)C2)cc1 (configuration not stated) returned ROC1-CUL1 inh -11.
For COc1cccc(NS(=O)(=O)c2ccc3c(c2)C(=O)C(C(=O)NCCc2ccc(C)cc2)C=N3)c1 (configuration not stated) the results were ROC1-CUL1 inh -2.
Screening CC1CCCN(C(=O)c2cc(F)c(Cl)nc2Cl)C1 (configuration not stated) returned ROC1-CUL1 inh 7.
N#CC1CCCN(C(=O)c2cc(-c3cn[nH]c3)nc3cc(F)ccc23)C1 (configuration not stated) was read as ROC1-CUL1 inh 5.
CCc1noc(C)c1C(=O)Nc1ccc(Cl)cc1F was read as ROC1-CUL1 inh 14.
Screening CCOC(=O)C1=C(C)N=c2s/c(=C/c3ccc(O)cc3)c(=O)n2C1c1cc(OC)ccc1OC (configuration not stated) returned ROC1-CUL1 inh -3.
`Clc1cccc2c1CNc1nnnn1-2` gave ROC1-CUL1 inh 5.
For COCC(C)NS(=O)(=O)c1ccc(N2CCCCS2(=O)=O)cc1 (configuration not stated) the results were ROC1-CUL1 inh 0.
For CCC(=O)Oc1ccc2c(C)c(C)c(=O)oc2c1I the results were ROC1-CUL1 inh -5.

Some of these compounds in order of SMILES length, largest number first:
Screening COc1ccc(N2CCN(C(=O)c3ccc(-n4nc(C)cc4C)cc3)CC2)cc1 returned ROC1-CUL1 inh -2.
For CCC(=O)Oc1ccc2c(C)c(C)c(=O)oc2c1I the results were ROC1-CUL1 inh -5.
CCc1noc(C)c1C(=O)Nc1ccc(Cl)cc1F was read as ROC1-CUL1 inh 14.

(further entries)
Cc1ccc(Cl)cc1Nc1nn2c(=O)c3ccc(C(=O)NC4CCCCC4)cc3nc2s1 was read as ROC1-CUL1 inh -5.
`Cc1nc(C2CCNCC2)cc(N2CCC3(C=Cc4ccccc43)CC2)n1` gave ROC1-CUL1 inh -7.
`CCn1cc(CNC(=O)C(Sc2ccccc2)c2ccccc2)cn1` (configuration not stated) gave ROC1-CUL1 inh 5.
For COc1ccc(CC(c2ccc(C)cc2)N2CCN(c3ccccc3)CC2)cc1OC (configuration not stated) the results were ROC1-CUL1 inh 3.
CC(C)CC(NS(=O)(=O)c1ccc2c(c1)oc(=O)n2C)C(=O)NCc1ccccc1Cl (configuration not stated) was read as ROC1-CUL1 inh -7.
`COC(=O)c1ccc(NC(=O)CN(C)S(=O)(=O)c2ccc(Br)s2)cc1` gave ROC1-CUL1 inh 0.
C=CCN1C(=O)C2(OCCO2)c2cc(C)cc(C)c21 was read as ROC1-CUL1 inh -13.
For CCCCNC(=O)CCSc1nc(-c2ccc3c(c2)OCO3)cc(C(F)(F)F)n1 the results were ROC1-CUL1 inh 0.
Screening O=C(CSc1c2c(nc3ccccc13)CCC2)Nc1ccc(F)cc1 returned ROC1-CUL1 inh -6.
For CC1=NN(C(C)C)c2nc3c(c(=O)n(C)c(=O)n3C)n2C1 the results were ROC1-CUL1 inh 3.
Screening CCCn1c(=O)c2c(nc3n2CCN3c2cccc(C)c2C)n(C)c1=O returned ROC1-CUL1 inh 7.
For COc1ccc(C(=O)N2CCN(Cc3nc(-c4ccc(F)cc4F)oc3C)CC2)cc1 the results were ROC1-CUL1 inh 7.
`COC(=O)CCC(=O)NC1CC(=O)N(CC2CCCCC2)C1` (configuration not stated) gave ROC1-CUL1 inh 9.
`NC(=O)C1CCN(Cc2ccccc2OCC(O)CN2CCSCC2)CC1` (configuration not stated) gave ROC1-CUL1 inh 5.
Screening COc1nc(N)c(C#N)c(-c2ccc(C)cc2)c1C#N returned ROC1-CUL1 inh 1.
`COC(=O)c1n[nH]nc1SCc1ccccc1` gave ROC1-CUL1 inh 6.
`O=C(NCc1ccccc1Cl)c1ccc(-n2cnc3cccnc32)cc1` gave ROC1-CUL1 inh -7.
`CCCc1cc(=O)[nH]c2nnc(SC(C)CC)n12` (configuration not stated) gave ROC1-CUL1 inh 3.
CC(C)=CCc1c(O)ccc(C(=O)Cc2ccccc2)c1O was read as ROC1-CUL1 inh 3.
CCCC(=O)Nc1cc(C(=O)NCC(C)C)ccc1Cl was read as ROC1-CUL1 inh 2.
`CCOc1ccccc1CNC(=O)c1cc2cc(S(=O)(=O)N3CCCCC3)ccc2n1C` gave ROC1-CUL1 inh 4.
Screening C=CCNC(=O)c1ccccc1NC(=O)c1cc2ccccc2o1 returned ROC1-CUL1 inh 0.
COCCn1c(=N)c(C(=O)NCCc2ccccc2)cc2c(=O)n3ccccc3nc21 was read as ROC1-CUL1 inh 12.
For CCOc1ccccc1NC(=O)c1cc2cc3cc(C)ccc3nc2s1 the results were ROC1-CUL1 inh 0.

An excerpt from the list above:
For CC1=NN(C(C)C)c2nc3c(c(=O)n(C)c(=O)n3C)n2C1 the results were ROC1-CUL1 inh 3.
Screening CCCn1c(=O)c2c(nc3n2CCN3c2cccc(C)c2C)n(C)c1=O returned ROC1-CUL1 inh 7.
For COc1ccc(C(=O)N2CCN(Cc3nc(-c4ccc(F)cc4F)oc3C)CC2)cc1 the results were ROC1-CUL1 inh 7.
`COC(=O)CCC(=O)NC1CC(=O)N(CC2CCCCC2)C1` (configuration not stated) gave ROC1-CUL1 inh 9.
`NC(=O)C1CCN(Cc2ccccc2OCC(O)CN2CCSCC2)CC1` (configuration not stated) gave ROC1-CUL1 inh 5.
Screening COc1nc(N)c(C#N)c(-c2ccc(C)cc2)c1C#N returned ROC1-CUL1 inh 1.
`COC(=O)c1n[nH]nc1SCc1ccccc1` gave ROC1-CUL1 inh 6.
`O=C(NCc1ccccc1Cl)c1ccc(-n2cnc3cccnc32)cc1` gave ROC1-CUL1 inh -7.
`CCCc1cc(=O)[nH]c2nnc(SC(C)CC)n12` (configuration not stated) gave ROC1-CUL1 inh 3.
CC(C)=CCc1c(O)ccc(C(=O)Cc2ccccc2)c1O was read as ROC1-CUL1 inh 3.
CCCC(=O)Nc1cc(C(=O)NCC(C)C)ccc1Cl was read as ROC1-CUL1 inh 2.
`CCOc1ccccc1CNC(=O)c1cc2cc(S(=O)(=O)N3CCCCC3)ccc2n1C` gave ROC1-CUL1 inh 4.
Screening C=CCNC(=O)c1ccccc1NC(=O)c1cc2ccccc2o1 returned ROC1-CUL1 inh 0.
COCCn1c(=N)c(C(=O)NCCc2ccccc2)cc2c(=O)n3ccccc3nc21 was read as ROC1-CUL1 inh 12.
For CCOc1ccccc1NC(=O)c1cc2cc3cc(C)ccc3nc2s1 the results were ROC1-CUL1 inh 0.

Next part
For CCCCn1c(COc2cccc(OC)c2)nc2ccccc21 the results were ROC1-CUL1 inh -3.
CN(c1nc2nonc2nc1N1CCCCCC1)C1CCOC1 (configuration not stated) was read as ROC1-CUL1 inh 1.
Screening O=C(OCc1ccc(Cl)cc1Cl)c1cnccn1 returned ROC1-CUL1 inh 0.
For CNC(=O)c1ccc(OC)c(S(=O)(=O)N(C)C)c1 the results were ROC1-CUL1 inh 2.
O=C1c2ccccc2C(=O)C(O)(O)C1(O)O was read as ROC1-CUL1 inh 100*.
For Cc1nc(C)c(CC(=O)N(Cc2cccnc2)CC2CCCN(C3CCCCC3)C2)s1 (configuration not stated) the results were ROC1-CUL1 inh -2.
CN1C(=O)C(Sc2ccccc2C(=O)O)C(=O)c2c1n(-c1ccccc1)c(=O)n(-c1ccccc1)c2=O (configuration not stated) was read as ROC1-CUL1 inh 7.
For O=C(NCc1cccnc1N1CCOCC1)C1(N2CCCC2)CCCC1 the results were ROC1-CUL1 inh -10.
Screening CCc1nc2cc(NC(=S)NC(=O)OC)c(NC(=S)NC(=O)OC)cc2[nH]1 returned ROC1-CUL1 inh 7.
Screening CC(C)(C)c1cc(N2CCCCC2)ncn1 returned ROC1-CUL1 inh 5.
`CN(C)c1ccc(/C=C2/C(=N)N3N=C(c4ccccc4Cl)SC3=NC2=O)cc1` gave ROC1-CUL1 inh 12.
Screening Cc1nc(CSc2nnc3c(C)cc4ccccc4n23)cs1 returned ROC1-CUL1 inh 8.
O=C(CC1C(=O)NCCN1Cc1ccccn1)NC1C2CC3CC(C2)CC1C3 (configuration not stated) was read as ROC1-CUL1 inh -7.
CC(C)Cn1c(CN2CCC[C@H]2CO)cnc1S(=O)(=O)Cc1ccccc1 was read as ROC1-CUL1 inh -7.
`Cc1cc(-c2ccc(C)c(S(=O)(=O)NCc3ccc(Cl)cc3)c2)on1` gave ROC1-CUL1 inh -7.
Screening CC(C)C1=NN2C(=N)/C(=C/c3ccc(-c4cc(Cl)cc(Cl)c4)o3)C(=O)N=C2S1 returned ROC1-CUL1 inh -1.
CCN(CC)c1cc(C)c2cc(NC(=O)/C=C/c3ccc(C)cc3)ccc2n1 was read as ROC1-CUL1 inh -10.
Screening Cc1ccc(C(=O)N2N=C(c3ccccc3)CC2c2ccc3c(c2)OCO3)cc1 (configuration not stated) returned ROC1-CUL1 inh 3.
`COc1ccccc1-n1c(CCn2nc(C)c(Br)c2C)n[nH]c1=S` gave ROC1-CUL1 inh -5.
For COCCN1C(=O)CC(CC(=O)N2CCN(Cc3ccccc3)CC2)(c2ccccc2F)C1=O (configuration not stated) the results were ROC1-CUL1 inh -2.
For Cc1cc(C(=O)Nc2ccc(C(=O)N3CCCC3)cc2)no1 the results were ROC1-CUL1 inh 4.
For CC(C)c1ccc(S(=O)(=O)N2CCN(C(=O)c3ccncc3)CC2)cc1 the results were ROC1-CUL1 inh -3.
O=C(CCN1C(=O)c2cccc3cccc(c23)C1=O)N1CCN(Cc2ccc3c(c2)OCO3)CC1 was read as ROC1-CUL1 inh 7.
`Cc1ccc(CNC(=O)C2CCN(C3NS(=O)(=O)C(c4ccc(C)c(C)c4)C3C)CC2)o1` (configuration not stated) gave ROC1-CUL1 inh -9.
For CC1CCN(S(=O)(=O)c2ccc3c(c2)N(CC(=O)NCC(C)c2ccccc2)C(=O)CO3)CC1 (configuration not stated) the results were ROC1-CUL1 inh 4.
C1=CCN(Cc2nc3ccccc3[nH]2)CC1 was read as ROC1-CUL1 inh 0.
COc1ccc(N2C(=O)C(Cc3cccs3)=NC2=S)cc1 was read as ROC1-CUL1 inh -3.
For CCCS(=O)(=O)CCOCn1cc(F)c(=O)[nH]c1=O the results were ROC1-CUL1 inh -1.
`CCN(CC)C(=O)c1ccccc1NC(=O)c1ccc(OC)c(S(=O)(=O)N2CCCC2)c1` gave ROC1-CUL1 inh 1.
O=C(NCCN1CCNC1=O)c1ccc(C2CCCN2C2CCC2)s1 (configuration not stated) was read as ROC1-CUL1 inh 6.
COC(=O)c1ccccc1NC(=O)Cc1nc(-c2ccc(OC)cc2)no1 was read as ROC1-CUL1 inh 5.
CCc1nnc2sc(Cc3noc4c(C)cccc34)nn12 was read as ROC1-CUL1 inh -7.
c1cncc(C2CCCCN2c2nc3nonc3nc2N2CCOCC2)c1 (configuration not stated) was read as ROC1-CUL1 inh -3.
`Cc1ccc(-n2nnc(-c3nsc(NC(=O)c4cccc(Cl)c4)n3)c2C)cc1C` gave ROC1-CUL1 inh 0.
`Nc1cc(=O)[nH]c(SCC(=O)c2ccc(O)c(O)c2)n1` gave ROC1-CUL1 inh 5.
Screening Cc1cc(C)c2c(c1)c(-c1ccccc1)c(-c1ccccc1)n2CC(O)CNCCO (configuration not stated) returned ROC1-CUL1 inh -11.
Cc1ccc(S(=O)(=O)Nc2cc(C(C)(C)C)ccc2C)cc1 was read as ROC1-CUL1 inh 3.
O=C1N(c2ccc3c(c2)OCO3)C(c2ccc(Cl)cc2)C1(F)F (configuration not stated) was read as ROC1-CUL1 inh -2.
Screening Cc1cc(/C=C2/OC(=O)c3ccccc32)cc(C)c1O returned ROC1-CUL1 inh -3.
`O=C(NC1CCCC1)C1CC(=O)N(c2ccccc2Cl)C1` (configuration not stated) gave ROC1-CUL1 inh 3.
Oc1ccccc1C1=Nc2ccccc2SC(c2ccccc2)C1 (configuration not stated) was read as ROC1-CUL1 inh 4.
Screening Cn1ncc2c(c(-c3ccccc3)nn2Cc2ccccc2)c1=O returned ROC1-CUL1 inh 6.
